HCMV antiviral: qHTS Assay for inhibitors of the human cytomegalovirus (HCMV). HFF cells, HCMV-luciferase reporter, 72 h; stronger effect = lower value. activity change, negative = inhibition, % at 57.5 µM. 410,000 tested, 4.5% active. AID 1259415, 2018; in the data active means activity change below about -60%; inconclusive means no clear call, values can overlap the other calls; inactive means above about -39%
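Screen run at 2 compound doses on HFFs infected with reporter HCMV, MOI 1 PFU/cell. Luciferase activity from cell lysates at 72 h post infection gave inhibition relative to buffer-only and Salinomycin wells.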
LmPK inhibitor: qHTS Assay for Inhibitors of Leishmania Mexicana Pyruvate Kinase (LmPK). Q27686. purified LmPK, Kinase-Glo ATP luminescence, 1 h. Potency, µM (top dose mostly 57.5 µM), without a hit: at the top dose activity change, negative = inhibition, most hits filed as inhibitors. 290,000 tested, 0.37% active. AID 1721, 2009; further: potency means the concentration at half of the fitted maximal effect
Target sequence (Q27686 whole entry, looked up): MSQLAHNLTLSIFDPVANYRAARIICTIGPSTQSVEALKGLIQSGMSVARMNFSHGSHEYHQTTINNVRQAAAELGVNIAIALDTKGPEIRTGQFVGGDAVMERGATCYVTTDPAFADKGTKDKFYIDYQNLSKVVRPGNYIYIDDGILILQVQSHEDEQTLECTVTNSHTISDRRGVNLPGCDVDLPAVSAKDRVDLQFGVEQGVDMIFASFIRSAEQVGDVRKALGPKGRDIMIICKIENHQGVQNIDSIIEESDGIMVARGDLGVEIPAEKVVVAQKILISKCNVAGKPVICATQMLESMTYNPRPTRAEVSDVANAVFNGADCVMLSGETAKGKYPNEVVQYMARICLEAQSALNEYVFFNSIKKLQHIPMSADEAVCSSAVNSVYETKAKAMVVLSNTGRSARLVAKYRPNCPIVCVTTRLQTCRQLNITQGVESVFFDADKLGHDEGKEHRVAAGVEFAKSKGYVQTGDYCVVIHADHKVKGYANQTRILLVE
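qHTS format; LmPK 0.1 nM; substrates PEP 0.5 mM and ADP 0.1 mM. One-hour room-temperature incubation, then coupled luciferase luminescence; 0.5 nM enzyme wells mark activation.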
HCV inhibitor: qHTS Assay for Inhibitors of Hepatitis C Virus (HCV); Huh7.5.1 HCVcc-Cre infection, luciferase reporter, 44 h; Potency, µM (doses to about 41.8 µM), without a hit: at the highest dose activity change, negative = inhibition, actives largely listed as inhibitors; 340,000 tested, 3.4% active; further: potency means the concentration at half of the fitted maximal effect
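Luciferase read-out (15 sec integration) after a 15 min room-temperature substrate step quantifies HCVcc-Cre infection. Cells, 1,000 per well, had compound added 4 h post-plating, then virus at ~0.5 moi, and were cultured 44 h.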
AmpC no deterg: qHTS Inhibitors of AmpC Beta-Lactamase (assay without detergent) | AmpC nitrocefin hydrolysis, absorbance 480 nm, 0.0001% Triton | 330,000 tested, 0.52% active | AID 485341, 2010 | P00811 | Potency, µM (highest dose often 57.1 µM), for the others: at the top dose activity change, negative = inhibition, most hits filed as inhibitors;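 further: potency means the concentration at half of the fitted maximal effect; plate controls were no compound for no effect and no enzyme for full effect; nearly all actives have a fitted effect of over 20% in size; some results filed as inactive show a strong effect at the top dose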
Target sequence (P00811 whole entry, looked up): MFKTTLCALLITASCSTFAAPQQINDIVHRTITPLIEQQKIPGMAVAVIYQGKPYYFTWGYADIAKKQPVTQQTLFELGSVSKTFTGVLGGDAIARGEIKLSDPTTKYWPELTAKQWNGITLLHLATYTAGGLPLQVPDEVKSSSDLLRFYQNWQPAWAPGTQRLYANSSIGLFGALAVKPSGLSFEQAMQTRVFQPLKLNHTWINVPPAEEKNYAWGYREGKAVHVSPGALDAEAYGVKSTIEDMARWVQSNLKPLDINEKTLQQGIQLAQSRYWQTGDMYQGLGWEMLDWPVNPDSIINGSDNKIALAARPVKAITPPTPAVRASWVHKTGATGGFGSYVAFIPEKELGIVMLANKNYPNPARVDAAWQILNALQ
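AmpC (5.3 nM in the dispensed reagent) in 20 mM phosphate pH 7.0 with 0.01% (detergent screen) or 0.0001% Triton X-100 was preincubated with compounds for 15 min at room temperature. Nitrocefin was then added from an 800 uM solution, and hydrolysis was followed at 480 nm.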
TbPYK inhibitor: qHTS of Trypanosoma Brucei Inhibitors; pyruvate kinase (Trypanosoma brucei), Q57TT1; TbPYK enzyme, Kinase-Glo Plus ATP luminescence, 45 min; Potency, µM (series often up to 76.8 µM), for inactives: at the highest dose activity, negative = inhibition, hits mostly inhibitors; AID 624173, 2012; 410,000 tested, 0.12% active; further: potency means the concentration at half of the fitted maximal effect; nearly all actives have a fitted effect of over 50% in size
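Assay buffer: 50 mM TEA pH 7.2, 100 mM KCl, 10 mM MgCl2, 0.05% BSA, 0.01% Tween-20. Pyruvate kinase from T. brucei plus substrate met compound, then ADP (130 uM final). Luminescence was read post 45 min RT.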
AmpC inh detg: qHTS Inhibitors of AmpC Beta-Lactamase (assay with detergent) | P00811 | AmpC hydrolysis of nitrocefin, absorbance 480 nm, 0.01% Triton | Potency, µM (series often up to 114 µM), without a hit: at the highest dose activity change, negative = inhibition, hits mostly inhibitors | 370,000 tested, 0.041% active | AID 485294, 2010;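 further: potency means the concentration at half of the fitted maximal effect; 0% = no-compound wells and -100% = no-enzyme wells; nearly all actives have a fitted effect of over 25% in size; some results filed as inactive show a strong effect at the top dose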
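20 mM phosphate pH 7.0 + 0.01% (detergent screen) or 0.0001% Triton X-100; 5.3 nM AmpC reagent; cpd preinc 15 min RT; nitrocefin (800 uM stock) to start; A480 q20 s × 4 min; Activity was normalised to no-enzyme and no-compound control wells.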
AMA1-RON2 inh: qHTS for Inhibitors of AMA1-RON; Towards Development of Antimalarial Drug Lead: Primary Screen; Plasmodium falciparum AMA1 (3D7) - RON2 peptide interaction; AlphaScreen AMA1-biotinylated RON2 peptide binding; Potency, µM (top dose mostly 58.2 µM), for inactives: top-dose activity change, negative = inhibition, hits mostly inhibitors; 360,000 tested, 0.2% active; AID 720542, 2013;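 further: potency means the concentration at half of the fitted maximal effect; 0% = vehicle wells and -100% = peptide control; nearly all actives have a fitted effect of over 45% in size; some results filed as inactive show a strong effect at the top dose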
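AMA1 (3D7) with his tag at 25 nM final met compounds first, then biotinylated RON2 peptide at 25 nM; detection used donor plus acceptor beads, 10 µg/mL apiece, read by AlphaScreen after 30 min at room temperature.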
Active calls of the source: *; ? = inconclusive; . = no result given; & = joins results of further samples; [ ] = remark or other dose. Unless noted, the call rests on the fitted dose curve; in most records, active means well fitted curve in the direction sought with a large enough effect; inconclusive means small, poorly fitted or top-dose-only effect, or another doubt; inactive means no such curve, though single readings can be large; an effect the other way counts as inactive or inconclusive. Unless noted, on the % scale 0 is the no-effect control and ±100 the full control effect.

cpd | Compound | HCV inhibitor | AMA1-RON2 inh | AmpC no deterg | LmPK inhibitor | AmpC inh detg | TbPYK inhibitor | HCMV antiviral
1 | COc1ccc(NC(=O)CCNS(=O)(=O)c2ccc3c(c2)c(=O)n(C)c(=O)n3C)cc1 | 26% | -8% | -18% | -3% | -4% | 1% | -4
2 | CCNC(=O)CC1C(=O)N(c2cccc(OC)c2)C(=O)N1Cc1ccc(OC)c(OC)c1 (stereo not drawn) | . | . | . | . | -4% | -3% | 0
3 | COC(=O)C1=C(c2cccc(OCc3ccccc3)c2)C[C@@H]2CC[C@H]1N2C(=O)NC1CCN(Cc2ccccc2)CC1 | 10µM* | -9% | 197%[activator] | . | -7% | -5% | 7
4 | COc1ccc(C2(O)CCN(Cc3nnnn3Cc3ccc(C)cc3)CC2)cc1 | 14% | -6% | 112%[activator] | 5% | 9% | 7% | -11
5 | COc1ccc(C(=O)NC(=S)Nc2ccc(Cc3ccncc3)cc2)cc1 | ? | 15% | -2%[2.29 µM] | 5% | -1% | 0% | -36
6 | OCCC1CN(Cc2ccc(Oc3ncccn3)cc2)CCN1CCc1ccccc1 (stereo not drawn) | 11% | 0% | 36% | 6% | 8% | -2% | 63
7 | COc1ccc(OCC2NCCc3cc(OC)c(OC)cc32)cc1 (stereo not drawn) | ? | -1% | -23% | 7% | -20% | 6% | -31
8 | O=C(C1=NN[C@@H]2C(=O)N(Cc3ccccc3)C(=O)[C@H]12)c1ccc(F)cc1 | 4% | -11% | -24% | 3% | 1% | 1% | 78
9 | O=C1c2nccnc2C(=O)N1Cc1ccccc1 | 2% | 0% | . | . | . | 3% | 14
10 | CC(C(=O)N1CCCCC1)N1C(=O)c2ccccc2C1=O (stereo not drawn) | 12% | -5% | -11% | 0% | ? | 4% | -18
11 | Cc1ccc(OCc2nnc(NC(=O)OCC(C)C)s2)cc1 | 13% | -1% | -19% | 1% | ? | -2% | 2
12 | COc1ccc(C(=O)NC(=S)N2CCCC2)cc1 | 11% | 92%[activator] | -14% | -7% | -4% | -15% | 9
13 | CN(C)Cc1c[nH]c2cc([N+](=O)[O-])ccc12 | -8% | -11% | . | . | . | 1% | 6
14 | CCOC(=O)c1c(C)[nH]c(C)c1C(=O)COC(=O)c1cc2ccccc2cc1OC | -8% | -15% | 57% | 2% | ? | -5% | 9
15 | CCC(C)[C@H](NC(=O)NCCCn1ccnc1)C(=O)OC (stereo partly drawn) | 15% | -1% | -1% | -5% | ? | -13% | ?
16 | O=C(COC(=O)c1nc(Cl)ccc1Cl)Nc1ccc(Cl)cn1 | 17% | 12% | -31% | . | ? | -9% | -4
17 | COc1ccc(-c2nc(SCC(=O)Nc3ccc4c(c3)OCCO4)c(-c3ccc(F)cc3)[nH]2)cc1 | . | . | . | . | -8% | -5% | -28
18 | N#Cc1nc(-c2cccc(Cl)c2)oc1NCc1cccnc1 | ? | -12% | 45% | 2% | 0% | -1% | 59
19 | COc1ccc(-c2[nH]ncc2CN2CCC(O)(c3ccc(Cl)cc3)CC2)cc1 | ? | ? | 102%[activator] | 4% | -8% | -2% | -7
20 | C/C(=N\Nc1nc(-c2cc(C)ccc2C)cs1)c1cc2c(ccc3ccccc32)oc1=O | -6% | 4%[2.32 µM] | -60% | 2% | -7% | -12% | 0
21 | COc1cc(OC)c2c(C)cc(=O)oc2c1C(CCN1CCN(c2ccccc2)CC1)c1ccc2c(c1)OCO2 (stereo not drawn) | ? | -24% | 37% | 5% | -6% | 1% | -31
22 | COC(=O)c1sc2cccc(F)c2c1S(=O)(=O)N1CCN(c2cccc(OC)c2)CC1 | . | . | . | . | 4% | 3% | -7
23 | O=C1NC(=O)/C(=C/c2ccccc2Oc2ccc(Cl)cc2)S1 | 6% | 0% | -25% | -2% | 3% | -1% | 6
24 | Cc1ccc2oc(C(=O)Nc3sc4c(c3C(=O)NCc3cccnc3)CCCC4)cc(=O)c2c1 | . | . | . | . | 12% | 0% | 22
25 | Cc1cccc(C(=O)NCC(=O)NC2CCN(Cc3ccccc3)CC2)c1 | 5% | -12% | . | . | . | 4% | -6
26 | O=C(N/N=C/c1cccc(OCc2ccccc2)c1)c1ccc(Br)cc1 | ? | -1% | -30% | 3% | -4% | 0% | ?
27 | FC(F)(F)c1nnc2c(Sc3ccc(Cl)cc3)nc3ccccc3n12 | ? | 14% | -6% | 3% | 5% | -16% | -103*
28 | CCCCNC(=O)C1(C)CCCCN1C(=O)c1ccc2sccc2c1 (stereo not drawn) | . | 3% | . | . | . | 0% | -1
29 | O=S(=O)(c1ccc(Cl)cc1)N1CCc2ccccc21 | -9% | 3% | -23% | 1% | ? | 4% | -23
30 | COc1ccccc1NC(=O)COC(=O)c1cc(C)n(C2CC2)c1C | 0% | 8% | -7% | . | . | 5% | 14

Continued, starting with the last two of the part before.
cpd | Compound | HCV inhibitor | AMA1-RON2 inh | AmpC no deterg | LmPK inhibitor | AmpC inh detg | TbPYK inhibitor | HCMV antiviral
29 | O=S(=O)(c1ccc(Cl)cc1)N1CCc2ccccc21 | -9% | 3% | -23% | 1% | ? | 4% | -23
30 | COc1ccccc1NC(=O)COC(=O)c1cc(C)n(C2CC2)c1C | 0% | 8% | -7% | . | . | 5% | 14
31 | CCN(CC)c1ccc([N+](=O)[O-])c2cccnc12 | ? | -25% | -38% | 2% | -3% | -3% | ?
32 | Nc1ccn([C@@H]2O[C@H](CNC(=O)[C@@H](Cc3cccnc3)NC=O)[C@@H](O)[C@H]2O)c(=O)n1 | . | 1% | . | . | . | -5% | 9
33 | C=CCN=C1NN=C(c2ccc3c(c2)OCCO3)CS1 | -18% | 12% | -22%[11.4 µM] | 10µM* | ? | -15% | -33
34 | Cc1ccc(S(=O)(=O)Nc2cc3c4c(c2)C(C)C(=O)N4CCC3)cc1 (stereo not drawn) | 6% | -15% | -10% | . | -7% | 4% | -10
35 | NS(=O)(=O)c1ccc(NC(=O)COC(=O)Cn2cnc3ccccc3c2=O)cc1 | 17% | -6% | -7% | . | . | -5% | -24
36 | CC(=O)c1c(C)[nH]c(C(=O)N2c3ccccc3CC2C)c1C (stereo not drawn) | -6% | -7% | -13% | -2% | ? | -14% | 21
37 | CCN(CC)S(=O)(=O)c1cccc(NC(=O)CCNC(=O)c2ccc([N+](=O)[O-])cc2)c1 | ? | -3% | -4% | 1% | 2% | -5% | 0
38 | COCc1c(C(=O)NCCc2ccc(OC(F)F)cc2)oc2ccccc12 | ? | 10% | -5% | . | . | -4% | -14
39 | Cc1c(CCC(=O)NCCc2ccccc2)c(=O)oc2c(C)c(O)ccc12 | . | . | . | . | 11% | 3% | 2
40 | CN1CCN(c2ccncc2S(=O)(=O)N2CCCCC2)CC1 | 21% | 4% | -4% | 8% | ? | -8% | ?
41 | CCOc1ccc(NS(=O)(=O)c2ccc3[nH]cc(C(=O)NCC4CCCO4)c(=O)c3c2)cc1 (stereo not drawn) | 12% | 0% | 118%[activator] | 2% | -11%&3% | 1%&-4% | 10&-3
42 | C=CCn1c(Cc2c[nH]c3ccccc23)nnc1SCC(=O)NCc1ccccc1 | -1% | 14% | 96%[activator] | 4% | ? | . | .
43 | CCNC(=O)Cn1cc(C#N)c2ccccc21 | 5% | 1% | -12% | 0% | -17% | -11% | 40
44 | CCC1(c2ccc(F)cc2)NC(=O)N(CC(=O)NCc2ccc(C)cc2)C1=O (stereo not drawn) | -8% | 1% | -10% | 4% | -3% | -7% | -30
45 | COc1ccc(S(=O)(=O)N2CCOCC2)cc1NC(=O)Cc1ccsc1 | -7% | 0% | -19% | . | . | -4% | 9
46 | CCOC(=O)C1=C(C)Nc2nc3ccccc3n2C1c1ccc(O)cc1 (stereo not drawn) | 9% | -18% | -9% | 4% | 4% | 10% | 10
47 | COC(=O)C[C@H](NC(=O)Cn1cnc(C(=O)Nc2ccc(C)c(C)c2)n1)C(=O)OC | 13% | 6% | -21% | . | . | -3% | -65*
48 | COC(C[C@@H](O)C[C@@H](O)COCc1ccccc1)OC | 16% | 9% | -15% | 0% | -6% | 2% | 52
49 | Nc1nc(SCC(=O)N2CCN(c3ccc(F)cc3)CC2)n[nH]1 | 29% | 6% | -12% | . | 3% | 0% | -32
50 | CC(=O)Nc1cccc(NC(=O)c2ccc(COc3ccccc3)cc2)c1 | ? | 11% | -7% | -2% | -3% | 4% | 57
51 | Cc1ccc(C)c(S(=O)(=O)N2CCN(C(=O)[C@@H]3CCCN3C(=O)c3cccs3)CC2)c1 | ? | 3% | -8% | . | -3% | -2% | 0
52 | Cc1cc(C)nc(NS(=O)(=O)c2ccc(NC(=O)Cc3ccccc3F)cc2)n1 | 3% | -1% | -42% | -4% | 2% | 2% | 4
53 | CSc1ccc(C2c3c(-c4ccccc4O)n[nH]c3C(=O)N2Cc2ccncc2)cc1 (stereo not drawn) | . | . | . | . | 0% | -2% | -26
54 | Cc1nc2c(C(=O)NCc3ccccc3)c[nH]n2c(=O)c1Cl | 4% | 0% | -35% | 4% | -4% | 8% | -2
55 | COCC(=O)NC(c1ccccc1)c1ccccc1 | 9% | 0% | -10% | 2% | ? | -7% | -12

Rewritten with one line to a screen: part of the list above
31. CCN(CC)c1ccc([N+](=O)[O-])c2cccnc12
51. Cc1ccc(C)c(S(=O)(=O)N2CCN(C(=O)[C@@H]3CCCN3C(=O)c3cccs3)CC2)c1
34. Cc1ccc(S(=O)(=O)Nc2cc3c4c(c2)C(C)C(=O)N4CCC3)cc1 (stereo not drawn)

Compound,31,51,34
HCV inhibitor,?,?,6%
AMA1-RON2 inh,-25%,3%,-15%
AmpC no deterg,-38%,-8%,-10%
LmPK inhibitor,2%,.,.
AmpC inh detg,-3%,-3%,-7%
TbPYK inhibitor,-3%,-2%,4%
HCMV antiviral,?,0,-10

2 compounds from above, reduced to LmPK inhibitor and TbPYK inhibitor.
item | compound | LmPK inhibitor | TbPYK inhibitor
32 | Nc1ccn([C@@H]2O[C@H](CNC(=O)[C@@H](Cc3cccnc3)NC=O)[C@@H](O)[C@H]2O)c(=O)n1 | . | -5%
33 | C=CCN=C1NN=C(c2ccc3c(c2)OCCO3)CS1 | 10µM* | -15%

Assay outcomes (PubChem BioAssay)
